# S2 tox = Viability Counterscreen for Primary qHTS for Inhibitors of ATXN expression. AID 651635, 2014. Potency, µM (titrated, usually from 56.7 µM), most hits filed as cytotoxic. S2 cells (HEK-293 line with an ATXN2-luciferase reporter) viability, CellTiter-Fluor protease fluorescence, 24 h. 400,000 compounds, 0.49% hits; note: potency is the fitted concentration of half-maximal effect; nearly all actives have a fitted effect of over 40% in size
# HepG2 viability = qHTS for Inhibitors of TGF-b: Cytotox Counterscreen. Potency, µM (doses to about 46.1 µM), without a hit: at the highest dose activity change, negative = cytotoxicity, actives largely listed as cytotoxic. 410,000 compounds, 0.76% hits. HepG2 CAGA-GFP viability, ATP luminescence, 18 h; note: potency is the fitted concentration of half-maximal effect; some results filed as inactive show a strong effect at the top dose
#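 HepG2 CAGA-GFP cells (1000/well, DMEM with 1% FBS) received compound, then TGF-beta at 500 pg/mL final, and were incubated 18 hours at 37 degrees C. Viability was read by CellTiter-Glo luminescence. Media-only wells were set as complete cell-killing and DMSO as no toxicity.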
# HT1080 IDH1KD tx = qHTS for induction of synthetic lethality in tumor cells producing 2HG: qHTS for the HT-1080-IDH1KD cell line. Potency, µM (titrated, usually from 46.1 µM), for inactives: at the top dose activity, negative = toxicity, hits mostly cytotoxic. 360,000 compounds, 2% hits. HT-1080 IDH1 knockdown viability, ATP luminescence, 48 h. AID 686971, 2013;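 note: potency is the fitted concentration of half-maximal effect; 0% = DMSO wells and -100% = cell-free medium wells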
#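 Luminescent ATP read-out (CellTiter-Glo, 10 min at room temperature) after 48 h compound exposure at 37 °C gave viability of IDH1-knockdown HT-1080 cells. Activity was normalised to DMSO and cell-free wells, then fitted as concentration-response curves.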
# ATXN2 expr inh = Primary qHTS for Inhibitors of ATXN expression | Potency, µM (series often up to 57 µM), for inactives: at the top dose activity change, negative = inhibition, hits mostly inhibitors | HEK-293 ATXN2-luciferase reporter, luminescence, 24 h | AID 1745845, 2022 | 360,000 compounds, 0.72% hits; note: potency is the fitted concentration of half-maximal effect; % is set by controls: 0 for no effect and ±100 for the full control effect; nearly all actives have a fitted effect of over 55% in size
#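 ATXN2-luciferase reporter cells (luciferase flanked by upstream and downstream ATXN2 gene portions) were treated 24 h at 37 °C with compounds at up to 57 uM. SteadyGlo luminescence gave expression; GF-AFC fluorescence gave viability.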
# SW480 rerep = A quantitative high throughput screen for small molecules that induce DNA re-replication in SW480 colon adenocarcinoma cells; SW480 DNA re-replication, Hoechst DNA content imaging, 48 h; Potency, µM (highest dose often 46.1 µM), without a hit: at the highest dose re-replication activation, most hits filed as activators; 340,000 compounds, 1.8% hits; AID 624297, 2012; note: potency is the fitted concentration of half-maximal effect; % of control where 0% means no effect; nearly all actives have a fitted effect of over 55% in size
#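 Readout is total intensity of Hoechst-stained nuclei, excited at 405 nm and collected at 500-530 nm. Compound treatment lasted 48 hr at 37 C in 5% CO2 before staining.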
# IL-1B inflam inh = qHTS for Inhibitors of Inflammasome Signaling: IL-1-beta AlphaLISA Primary Screen. THP-1 LPS/ATP IL-1B secretion, AlphaLISA, 16 h; hits give low values. activity change, % at 57.5 µM. 360,000 compounds, 4.7% hits; in the data active = activity change below about -50%; inconclusive = mostly about -30% to -49%; note: % is set by controls: 0 for no effect and ±100 for the full control effect
#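 Secreted IL-1B measured by AlphaLISA bead assay after 16 h compound exposure of THP-1 cells; compounds (final up to 57.5 uM) added 1 h before LPS (250 ng/mL) and ATP (1.25 mM) stimulation; lower signal means less secretion.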
# KB-3-1 cytotox = qHTS assay for MDR1-selective chemotherapeutics: Primary screen using the parental adenocarcinoma cell KB-3-1. KB-3-1 viability, CellTiter-Glo ATP luminescence, 72 h. Potency, µM (titrated, usually from 46.1 µM), without a hit: at the highest dose activity change, negative = cytotoxic, actives largely listed as cytotoxic. 400,000 compounds, 1.4% hits; note: potency is the fitted concentration of half-maximal effect; % is set by controls: 0 for no effect and ±100 for the full control effect; nearly all actives have a fitted effect of over 60% in size
#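 Parental KB-3-1 adenocarcinoma cells in phenol-red-free DMEM with 10% FBS were pin-treated with compounds at several concentrations, incubated 72 h at 37 °C, and viability read by CellTiter-Glo luminescence; concentration-effect curves were fitted after normalization.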
# HT1080NT lethal = qHTS for induction of synthetic lethality in tumor cells producing 2HG: qHTS for the HT-1080-NT fibrosarcoma cell line. HT-1080-NT fibrosarcoma viability, CellTiter-Glo ATP luminescence, 48 h. Potency, µM (titrated, usually from 46.1 µM), inactives show at the highest dose activity, negative = less viability, actives largely listed as cytotoxic. 360,000 compounds, 1.6% hits. AID 686970, 2013;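 note: NT is the 2HG producing partner of a matched IDH1 knockdown line; potency is the fitted concentration of half-maximal effect; 0% = DMSO-treated cells and -100% = media-only wells without cells; nearly all actives have a fitted effect of over 55% in size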
#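 HT-1080-NT fibrosarcoma cells (2HG-overproducing), 750 cells/well in RPMI with 5% FBS, dosed after 2 h and incubated 48 h at 37C. CellTiter-Glo luminescence normalized to DMSO and no-cell wells; concentration-response curves fitted and classed.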
# MCF10A rereplic = A quantitative high throughput screen for small molecules that induce DNA re-replication in MCF 10a normal breast cells; MCF 10A DNA re-replication, Hoechst nuclear intensity, 48 h; Potency, µM (titrated, usually from 46.1 µM), for inactives: top-dose activity, positive = re-replication, usual class: activators; 350,000 compounds, 2.9% hits; AID 624296, 2012; note: potency is the fitted concentration of half-maximal effect; % of control where 0% means no effect; nearly all actives have a fitted effect of over 50% in size
# The depositor's hits bear a star; i = inactive; ? = inconclusive; nt = no result given; & = joins results of further samples; ! = repeats disagree; [ ] = remark or other dose. Unless noted, calls come from the whole dose curve; as a rule, active = well fitted curve in the direction sought with a large enough effect; inconclusive = small, poorly fitted or top-dose-only effect, or another doubt; inactive = no such curve, though single readings can be large; an effect the other way counts as inactive or inconclusive.
SMILES,S2 tox,HepG2 viability,HT1080 IDH1KD tx,ATXN2 expr inh,SW480 rerep,IL-1B inflam inh,KB-3-1 cytotox,HT1080NT lethal,MCF10A rereplic
CCOC(=O)c1c(NC(=O)Cn2c(C)nc3ccccc32)sc2c1CCC2,?,-30%,-20%,?,3%,31,-15%,-11%,?
O=C(C[n+]1cccc(CNC(=O)c2ccc(OC(F)F)cc2)c1)Nc1ccccc1Cl,i,-26%,-3%,2%,?,-14,0%,0%,-4%
CCOc1ccc(-n2c(=S)sc3c(=O)n(-c4ccccc4)c(SCC(=O)O)nc32)cc1,i,-5%,1%,-8%,?,3,26%,1%,0%
Cc1ccc(N2CN(Cc3cccnc3)CNC2=S)c(C)c1,i,34%,17%,-4%,-4%,10,0%,7%,-2%
COc1cccc(OC)c1C(=O)Nc1cccc2c1CCCC2,i,-1%,3%,12%,?,?,-15%,0%,4%
O=C(NCCc1ccccc1)c1cc(S(=O)(=O)N2CCCC2)ccc1F,?,8%,5%,0%,-10%,15,6%,7%,0%
CC(C)c1ccc(NC2CCCN(C(=O)CN3C(=O)CSC3=O)C2)cc1 (configuration not stated),i,-1%,14%,5%,?,0,29%,22%,?
O=C(OCC(=O)c1c[nH]c2ccccc12)C1=COCCO1,i,-3%,-8%,36%[activator],-6%,11,14%,-3%,1%
CCOC(=O)C1=C[C@]2(CC)CCCN3CCc4c(n1c1ccccc41)[C@@H]32,?,-6%,14%,31µM*!,5%&-41%&0%,1,0%,29%,17%&2%&1%
N#Cc1ccccc1OCC(=O)NC(=O)NCc1ccco1,i,-2%,13%,47%[activator],-14%,0,7%,13%,5%
CCOc1ccc(NS(=O)(=O)c2ccc(C(=O)N3CCN(c4ncccn4)CC3)cc2)cc1,i,17%,?,nt,12%,0,?,-21%,-8%
COc1ccc(NC(=O)C2CCN(S(=O)(=O)c3c(C)noc3/C=C/c3ccc(C)cc3)CC2)cc1Cl,i,-3%,nt,-1%,nt,nt,9%,nt,nt
Cn1c(=O)n(C)c2cc(N3CCOCC3)c(NC(=O)c3ccc(F)cc3)cc21,i,-15%,12%,7%,19%,24,7%,18%,8%
Cc1nc(-c2cccnc2)sc1C(=O)Nc1ccc(Cl)cc1,?,-4%,5%,-14%,-8%,-12,4%,8%,10%
CCOC(=O)C1CCCN(CC(=O)/C=C2/N(C)c3ccccc3C2(C)C)C1 (configuration not stated),?,-31%,-11%,-9%,5%,-9,-7%,-6%,?
CCOC(=O)c1sc(NC(=O)CSc2nc(C)cc(C(F)(F)F)n2)c(C#N)c1C,i,0%,-2%,3%,12%,9,18%,18%,?
CN(Cc1ccccc1)CC1C2CCC(C2)C1O (configuration not stated),i,-1%,0%,5%,-1%,-6,-10%,-1%,1%
CC(=O)c1ccc(N2CCN(C(=O)c3ccc(NC4=NC5CS(=O)(=O)CC5S4)cc3)CC2)cc1 (configuration not stated),i,-15%,1%,-12%,-24%,-11,1%,7%,2%
COc1ccc(Cc2nc3ccc(C(=O)N4CCC(C(N)=O)CC4)cc3o2)cc1,i,-16%,7%,nt,nt,-4,4%,6%,nt
COc1ccc(-c2csc(C(NC(C)=O)c3cccc(F)c3)n2)cn1 (configuration not stated),i,-2%,29%,11%,nt,-16,7%,19%,nt
CCCCCCn1c(SCCN2CCOCC2)nc2c1c(=O)[nH]c(=O)n2C,i,-19%,-1%,1%,-13%,-15,2%,-11%,1%
COC(=O)N/N=C/c1ccc(OC(=O)/C=C/c2ccco2)cc1,i,-32%,2%,-10%,-17%,-22,?,-2%,8%
C(=N\Nc1nncc2ccccc12)/c1ccccc1,i,-18%,-8%,33%[activator],-6%,8,-12%,-12%,-4%
CCCc1cc(=O)oc2cc(C)cc(OC(C)C(=O)NCCCn3ccnc3)c12 (configuration not stated),i,-2%,-1%,-2%,-4%,-5,1%,-1%,-2%
COc1ccccc1C(=O)N/C(=C\c1cn(S(=O)(=O)N(C)C)c2ccccc12)C(=O)N1CCN(C)CC1,i,11%,0%,nt,nt,?,-2%,-2%,nt

# Looked up above.
# Under HT1080NT lethal, CCOC(=O)C1CCCN(CC(=O)/C=C2/N(C)c3ccccc3C2(C)C)C1 (configuration not stated) is entered as -6%
# Under HT1080NT lethal, CCOC(=O)c1sc(NC(=O)CSc2nc(C)cc(C(F)(F)F)n2)c(C#N)c1C is entered as 18%

# (continued)
SMILES,S2 tox,HepG2 viability,HT1080 IDH1KD tx,ATXN2 expr inh,SW480 rerep,IL-1B inflam inh,KB-3-1 cytotox,HT1080NT lethal,MCF10A rereplic
CCOC(=O)N1CCN(C(=S)NC(=O)C23CC4CC(CC(C4)C2)C3)CC1,i,6%,1%,3%,-8%,14,-1%,2%,7%
O=C(CCCC(=O)OCC(=O)c1ccc(Cl)cc1Cl)Nc1cc(C(F)(F)F)ccc1Cl,i,-16%,13%,-16%,-1%,24,-2%,4%,1%
CC1C2CCC(C2)C1OC(=O)c1ccccc1C(=O)O (configuration not stated),i,6%,1%,nt,nt,-8,-3%,4%,nt
O=[N+]([O-])c1cc(-c2nc(-c3ccncc3)no2)ccc1Cl,i,-41%,-23%,-17%,2%,-118*,-9%,-23%,-4%
CCCc1nnc(NC(=O)CCC(=O)N2CCN(Cc3cc(F)ccc3OC)CC2)s1,i,-20%,8%,nt,-8%,-1,-4%,3%,-3%
O=C(NCc1ccco1)c1ccc2ccccc2n1,i,-7%,29%,8%[11.3 µM],-4%,-16,17%,22%,0%
COc1cccc(C(=O)Nc2cccc(OCC(=O)c3ccccc3)c2)c1,i,-2%,-20%,1%[11.3 µM],2%,-1,-20%,0%,0%
CCN1CC(O)=C(c2nc3ccccc3s2)C1=N,i,-13%,3%,0%,-3%,-28,0%,12%,4%
Cc1c(=O)n(OCc2cccc(F)c2)c2ccccc2[n+]1[O-],i,-11%,-8%,-9%,2%,0,14%,2%,27%
CC(C)OCCCNC(=O)c1ccc2c(c1)N(Cc1c(F)cccc1Cl)C(=O)c1ccccc1S2,i,-12%,nt,?,nt,nt,-1%,nt,nt
CN(C)CCN1C(=O)C(=O)/C(=C(/O)c2ccc(S(=O)(=O)N3CCOCC3)cc2)C1c1ccc(Br)cc1 (configuration not stated),i,-74%,10%,5%,3%,-2,nt,8%,-3%
CCOC(=O)C(C)(C)N(Cc1cccc(C)c1)S(=O)(=O)c1ccc(Cl)c([N+](=O)[O-])c1,nt,-114%,?,?,?,?,21µM*,-11%,5.2µM*
O=C(/C=C\Nc1ccc(S(=O)(=O)Nc2ncccn2)cc1)c1ccccc1,i,-20%,24%,3%,2%,12,-1%,17%,?
COC(=O)c1c(-c2ccc(Cl)cc2)noc1N1CCN(c2ccc(C)cc2C)CC1,i,-5%,nt,10%,nt,nt,6%,nt,nt
O=C(c1ccc(S(=O)(=O)N2CCCC2)cc1)N1CCCCC1,i,-4%,-4%,-4%,-56%,-1,-3%,-7%,3%
CCCOc1ccc(C(=O)NCC(c2cccs2)N(C)C)cc1OC (configuration not stated),i,1%,-3%,0%,5%,-1,0%,3%,35%
CCN1CCN(CCCNC(=O)C2CCCN(c3nnc(-n4cccc4)s3)C2)CC1 (configuration not stated),i,12%,9%,7%,-5%,-5,0%,14%,-1%
Cc1ccc(Nc2nc(N3CCOCC3)nc(N3CCOCC3)n2)cc1Cl,i,-34%,7%,?,?,nt,?,2%,-1%
O=C(O)c1ccc(N(Cc2ccccc2)S(=O)(=O)c2ccccc2)cc1,i,6%&7%,8%&-3%,-22%,-9%&-4%,5&28,17%&0%,11%&0%,-2%&3%
CCOc1ccc(NC(=O)CSc2nnc(C34CC5CC(CC(C5)C3)C4)n2C)cc1,nt,-30%,-20%,nt,-3%,19,-7%,-8%,?
CCC1S/C(=N/N=C/c2ccco2)N(Cc2ccccc2C)C1=O (configuration not stated),i,-24%,?,2%,22%,-22,-3%,-23%,?
COc1ccc(NC(=O)Cn2ncn3nc(-c4ccc(OC)cc4)cc3c2=O)cc1,i,-1%,17%,1%,-1%,1,-10%,23%,-25%
O=C(NCc1cccs1)C1(S(=O)(=O)c2ccccc2)CC=CC1,i,1%,11%,-2%,-5%,1,1%,?,-1%
O=C(CN1C(=O)c2ccccc2C1=O)Nc1nccs1,i,0%,-2%,nt,-29%,8,2%,11%,5%
C/C(=N/NC(=O)CNC(=O)c1cccnc1)c1ccc(Cl)c(Cl)c1,i,0%,-6%,-30%,0%,?,23%,-1%,-1%
SMILES,S2 tox,HepG2 viability,HT1080 IDH1KD tx,ATXN2 expr inh,SW480 rerep,IL-1B inflam inh,KB-3-1 cytotox,HT1080NT lethal,MCF10A rereplic
Cc1cccc2c(=O)oc(-c3ccccc3Cl)nc12,i,-32%,14%,1%,-2%,-19,-4%,16%,6%
COc1ccc(C(C)=O)cc1CN(C)C,i,-24%,0%,-9%,19%,-1,0%,1%,6%
CCCCOC(=O)c1nc(Cl)c(Cl)c(N)c1Cl,?,0%,6%,6%,-6%,28,-4%,15%,-9%
O=C(Nc1cccc(S(=O)(=O)N2CCCCC2)c1)c1ccc2ncsc2c1,i,-3%,-10%,nt,2%,-26,?,-6%,26%
Nc1c(C(=O)NCc2ccco2)nnn1Cc1ccccc1,i,-32%,-7%,21%,-1%,-13,7%,-6%,5%
O=c1c2ccccc2nc(/C=C/c2cccc(Br)c2)n1CCCO,i,-12%,?,-9%,?,-85*,-9%,?,?
